Assay outcomes (PubChem)
p53 reactivation: re-activators of mutant p53; H1299 p53-A138V BP100-luciferase reporter, luminescence, 24 h; Potency, µM (series often up to 92.2 µM), for inactives: at the highest dose activity change, positive = activation, actives largely listed as activators; 320,000 compounds, 0.063% hits; also: potency is read from the fitted curve at half-maximal effect; % of control where 0% means no effect; nearly all actives have a fitted effect of over 45% in size
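H1299 (p53-null), stable ts p53-A138V + BP100-Luc; 1000 cells/well, Opti-MEM/10% FBS; cpd 4 pt, 1:5; 24 h, 37 deg C, 5% CO2; detection reagent 10 min RT; luminescence.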
B2AR arrestin: recruits beta-arrestin to the human beta2-adrenergic receptor. P07550. 330,000 compounds, 0.02% hits. Potency, µM (top dose mostly 46.1 µM), for inactives: at the top dose activation, usual class: activators. beta-arrestin recruitment to beta2AR, cell-based reporter;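 also: potency is read from the fitted curve at half-maximal effect; 0% = DMSO controls and full agonism = EC100 isoproterenol or metaproterenol; nearly all actives have a fitted effect of over 65% in size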
Target sequence (P07550 whole entry, looked up): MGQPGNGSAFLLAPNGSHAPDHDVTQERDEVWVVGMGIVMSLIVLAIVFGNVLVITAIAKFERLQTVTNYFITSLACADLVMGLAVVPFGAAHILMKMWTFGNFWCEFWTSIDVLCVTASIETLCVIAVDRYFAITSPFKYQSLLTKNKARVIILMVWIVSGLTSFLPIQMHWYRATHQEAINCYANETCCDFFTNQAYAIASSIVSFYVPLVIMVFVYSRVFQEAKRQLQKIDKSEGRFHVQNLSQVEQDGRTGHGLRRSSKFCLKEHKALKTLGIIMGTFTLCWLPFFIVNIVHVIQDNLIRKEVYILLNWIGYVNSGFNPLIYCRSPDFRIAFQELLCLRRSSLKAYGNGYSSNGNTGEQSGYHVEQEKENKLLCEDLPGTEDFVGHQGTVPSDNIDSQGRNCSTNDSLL
uPA generation: inhibitors of cell surface uPA generation; cell surface uPA generation assay, qHTS; Potency, µM (doses to about 38.3 µM), for inactives: at the top dose activity change, negative = inhibition, most hits filed as inhibitors; 330,000 compounds, 0.31% hits; active = well fitted inhibition curve with a large enough effect; inconclusive = small, poorly fitted or top-dose-only effect; inactive = no such curve, though single readings can be large or run the other way; tested in mouse RAW 264.7 cells; also: potency is read from the fitted curve at half-maximal effect; % is scaled to controls: 0 for no effect and ±100 for the full control effect; nearly all actives have a fitted effect of over 55% in size
TRPV1 ag: human TRPV1 agonism | Q8NER1 | TRPV1-expressing cells, Fluo-8 calcium influx, agonist mode | activation, % at 8.33 µM | 320,000 compounds, 0.19% hits | AID 540275; in the data active = activation above about 80%; inconclusive = between about 30% and that limit; also: 0% is about no effect
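Fluo-8 calcium influx in TRPV1-expressing cells, kinetic read (ex 480/em 520 nm). Compound added and read 3 min for agonist activity, followed by capsaicin at EC20 final and 2 min further read for enhancement.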
USP2a inh: inhibitors of human ubiquitin-specific protease USP2a; O75604; USP2 core, Ub-CHOP2 coupled fluorogenic reporter, 485/531; Potency, µM (doses to about 38.3 µM), for the others: top-dose activity change, negative = inhibition, actives largely listed as inhibitors; 330,000 compounds, 0.01% hits; AID 463254;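 also: potency is read from the fitted curve at half-maximal effect; plate controls were DMSO wells for no effect and full inhibition by NEM control for full effect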
Target sequence (O75604 whole entry, looked up): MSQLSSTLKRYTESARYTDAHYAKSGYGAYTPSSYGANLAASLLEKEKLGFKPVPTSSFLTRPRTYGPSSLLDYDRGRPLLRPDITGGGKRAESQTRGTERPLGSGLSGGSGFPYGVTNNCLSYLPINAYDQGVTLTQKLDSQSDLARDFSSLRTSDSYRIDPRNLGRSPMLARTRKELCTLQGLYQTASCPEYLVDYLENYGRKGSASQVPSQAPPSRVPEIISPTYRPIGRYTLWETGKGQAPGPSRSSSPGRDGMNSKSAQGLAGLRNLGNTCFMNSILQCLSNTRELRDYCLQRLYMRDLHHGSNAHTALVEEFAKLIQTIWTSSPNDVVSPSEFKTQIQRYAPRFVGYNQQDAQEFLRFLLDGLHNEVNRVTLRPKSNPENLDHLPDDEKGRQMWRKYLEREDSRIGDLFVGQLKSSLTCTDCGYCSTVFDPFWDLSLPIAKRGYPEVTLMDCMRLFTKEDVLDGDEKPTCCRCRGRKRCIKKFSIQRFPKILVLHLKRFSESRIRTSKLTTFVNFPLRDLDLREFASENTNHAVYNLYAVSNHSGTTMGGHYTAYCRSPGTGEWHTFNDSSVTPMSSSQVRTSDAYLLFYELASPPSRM
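Cell-free coupled assay: 10nM USP2 core preincubated 30min RT with compound in Tris-HCl pH 8.0/CaCl2/CHAPS buffer, then 25nM Ub-CHOP2 and 25nM reporter substrate; fluorescence (Ex 485/Em 531) read after 60min RT, normalized to NEM inhibition, concentration-response curves fitted.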
ASM inhibitor: inhibitors of human secretory acid sphingomyelinase | P17405 | placental ASM, HMU-PC fluorogenic substrate, 60 min | Potency, µM (highest dose often 57.5 µM), for inactives: top-dose activity change, negative = inhibition, most hits filed as inhibitors | 340,000 compounds, 0.006% hits | AID 504937; also: potency is read from the fitted curve at half-maximal effect
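Human placenta-derived ASM preincubated with compound 10 min at room temperature, then reacted with 9 uM (final) fluorogenic HMU-PC substrate for 60 min at 37 C. Stop solution raises pH to 10; fluorescence read at Ex 386/Em 447 nm.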
ELG1 genotoxic: induces genotoxicity in HEK293T cells with luciferase-tagged ELG1. HEK293T ELG1-luciferase reporter, luminescence, 16 h. Potency, µM (highest dose often 46 µM), without a hit: top-dose activity change, positive = activation, actives largely listed as activators. 330,000 compounds, 1.3% hits. AID 504466; also: potency is read from the fitted curve at half-maximal effect; % of control where 0% means no effect; nearly all actives have a fitted effect of over 60% in size
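Cells (2,000/well) expressing the ELG1-luciferase fusion are dosed by pin tool and kept 16 hr at 37 °C, 5% CO2. Signal comes from ONE-Glo luciferase reagent after 30 min at room temperature.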
Integrin act MD: integrin-mediated muscular dystrophy alleviation activation. alpha7betagal myoblasts, beta-gal FDG fluorescence, 48 h. Potency, µM (titrated, usually from 38.3 µM), for inactives: top-dose activation, usual class: activators. 350,000 compounds, 0.064% hits. AID 624291;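 also: potency is read from the fitted curve at half-maximal effect; 100% = response of the positive control SU9516; nearly all actives have a fitted effect of over 60% in size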
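Alpha7betagal+/- myoblasts (passage 13) were plated 16-24 hr, then exposed to compounds (1:260 dilution of DMSO stock) for 48 hours at 37C. After MPER lysis, β-galactosidase reporter activity was read as FDG fluorescence (ex 480/em 540) after 30 minutes.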
Eya2 phos inh: Eya2 (human) phosphatase inhibition; 330,000 compounds, 0.006% hits; AID 488837; O00167; recombinant Eya2, OMFP fluorescence dephosphorylation (OMFP is methylfluorescein phosphate); Potency, µM (doses to about 76.9 µM), for the others: at the top dose activity, negative = inhibition, usual class: inhibitors; also: potency is read from the fitted curve at half-maximal effect; % is scaled to controls: 0 for no effect and ±100 for the full control effect
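Eya2 (0.2 uM) preincubated 10 min at ambient with compound, then OMFP substrate added at 50 uM; 10 min reaction in 50 mM HEPES pH 7.5, 50 mM NaCl, 5 uM MgCl2, 0.05% BSA, 1 mM DTT. Fluorescence read at Ex 485/Em 525 nm.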
BRCA1 expr act: activators of BRCA1 expression; MCF7-BRCA1-FFLuc reporter, luminescence, 48 h; response scale: scaled: vehicle 0%, 10 µM genistein 100%; Potency, µM (titrated, usually from 46.1 µM), for the others: top-dose activation, actives largely listed as activators; 380,000 compounds, 1.1% hits; AID 624202; also: potency is read from the fitted curve at half-maximal effect; nearly all actives have a fitted effect of over 80% in size; some results filed as inactive show a strong effect at the top dose
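MCF7-BRCA1-FFLuc cells, 2000/well in phenol-red-free MEM, attached 2 h then treated 48 h at 37 C. Luciferase luminescence read 15 min after reagent; normalized to genistein maximum activation (10microM) and DMSO, concentration-response fitted.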
TSG101-PTAP inh: blocks PTAP/TSG101 interaction to inhibit HIV-1 budding; Potency, µM (highest dose often 115 µM), for the others: at the highest dose activity change, negative = inhibition, most hits filed as inhibitors; Fluorescence polarization, FITC-PTAP peptide / Tsg101 binding; 340,000 tested, under 10 active; AID 493005; active = well fitted inhibition curve with a large enough effect in the main read-out, with a control signal flat, not every such curve was filed as active; inconclusive = small, poorly fitted or top-dose-only effect, or effect the other way, or a change in a side signal; inactive = no such curve, though single readings can be large or run the other way; also: potency is read from the fitted curve at half-maximal effect; % of control where 0% means no effect
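FP read-out: FITC-PTAP peptide, 50 nM final, binding Tsg101 binding domain, 10 uM final; 20 min, r.t.; 10 mM HEPES pH 7.5, 0.15 M NaCl, 0.01% Tween 20, 3 mM EDTA, 0.1 mM TCEP.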
Active calls of the source: *; ? = inconclusive; / = not tested or not shown; [ ] = another dose, or the depositor's remark. Unless noted, calls follow the shape of the dose curve; as a rule, active = well fitted curve in the direction sought with a large enough effect; inconclusive = small, poorly fitted or top-dose-only effect, or another doubt; inactive = no such curve, though single readings can be large; an effect the other way counts as inactive or inconclusive.

SMILES	p53 reactivation	B2AR arrestin	uPA generation	TRPV1 ag	USP2a inh	ASM inhibitor	ELG1 genotoxic	Integrin act MD	Eya2 phos inh	BRCA1 expr act	TSG101-PTAP inh
CC1CCN(c2nc3ccc(C(=O)N4CCN(Cc5ccc6c(c5)OCO6)CC4)cc3s2)CC1	16%	0.5%	6%	0	1%	-2%	?	-1%	11%	61%	2%
Nc1ccccc1SCC(=O)Nc1nc(-c2ccccc2)cs1	0%	-0.2%	/	9	-2%	-3%	2%	0%	-5%	-4%	-5%
CN(C(=O)COc1ccc2c(-c3ccccc3)cc(=O)oc2c1)C1CCS(=O)(=O)C1 (centres undefined)	-4%	-0.3%	4%	1	2%	1%	3%	-5%	11%	-2%	-5%
CCCCOC(=O)c1ccc(NC(c2ccc(C)cc2)P(=O)(OC)OC)cc1 (centres undefined)	-7%	-0.9%	-8%	3	-2%	-2%	-4%	-27%	-9%	-60%	-8%
CN(C)c1cccc(NC2=CC(=[N+]3CCOCC3)CC(C)(C)C2)c1	-5%	0.1%	-4%	-5	8%	-4%	-3%	-48%[inhibitor]	24%	-20%	-12%
CC(=O)NC1=NC(=O)/C(=C/N2CCCCC2)S1	-8%	-0.8%	3%	0	3%	60%[activator]	6%	5%	10%	-3%	/
Cc1ccccc1-c1nc(CN2CCSCC2)c(C)o1	2%	0.1%	/	14	2%	6%	3%	?	1%	0%	0%
CC(C)Oc1ccc(C(=O)CCN2CCOCC2)cc1	/	/	?	/	/	3%	/	-45%[inhibitor]	/	-34%	-2%
CC1CC(C)CN(C(=O)CSc2nnc(-c3ccc(Cl)s3)o2)C1 (centres undefined)	-4%	?	10%	14	-5%	-2%	0%	4%	-5%	-7%	-5%
NC(=O)CSc1nnc(-c2cccc(S(=O)(=O)N3CCCCC3)c2)o1	1%	0.5%	0%	-1	2%	-1%	1%	14%	7%	17%	-10%
Nc1c(C(=O)N/N=C/c2ccc(Cl)cc2)cnn1-c1ccccc1	1%	0.2%	3%	0	0%	2%	14%	1%	1%	17%	0%
COc1ccc(-n2c(C)cc(C(=O)CSc3nn4c(=O)c(C(C)(C)C)nnc4s3)c2C)cc1	6%	0.0%	0%	1	2%	0%	-5%	8%[7.66 µM]	6%	-27%	1%
CCN(CC)C(=O)c1sc2nc(-c3ccncc3)[nH]c(=O)c2c1C	0%	-1.3%	3%	-1	-3%	105%[activator]	0%	25%	-6%	-10%	5%
Cc1ccc(C(=O)N2CCOCC2)cc1[N+](=O)[O-]	-11%	-1.4%	3%	-9	2%	4%	1%	14%	-5%	-6%	-4%
CCOc1ccc(C(=O)OCC(=O)NCc2ccccc2)cc1OCC	1%	0.0%	-8%	9	-5%	0%	2%	0%	-2%	8%	0%
C/C(N)=C(/C#N)C(=O)COC(=O)CSc1ccccc1	1%	-0.9%	0%	23	3%	-3%	-1%	?	-4%	1%	1%
CC1=NNC(=O)C1CCC(=O)N/N=C\c1ccccc1[N+](=O)[O-] (centres undefined)	-3%	-0.2%	/	-2	-1%	5%	-1%	-15%[7.66 µM]	11%	6%	-5%
CC1=NC(=O)C(N=Nc2ccccc2C(=O)O)N1c1ccccc1 (centres undefined)	11%	-0.4%	3%	-4	1%	8%	-7%	-47%[inhibitor]	12%	19%	-6%
CCCCC(=O)N1CCN(c2nc3ccc(OCC)cc3s2)CC1	3%	0.5%	-6%	5	3%	-1%	-7%	4%	3%	-2%	4%
COC(=O)c1sc(N2C(=O)c3oc4ccccc4c(=O)c3C2c2cccs2)nc1C (centres undefined)	8%	-0.5%	2%	0	-2%	3%	0%	11%	-9%	-8%	-6%

Overlap with the part before: five entries; new compounds follow.
SMILES	p53 reactivation	B2AR arrestin	uPA generation	TRPV1 ag	USP2a inh	ASM inhibitor	ELG1 genotoxic	Integrin act MD	Eya2 phos inh	BRCA1 expr act	TSG101-PTAP inh
C/C(N)=C(/C#N)C(=O)COC(=O)CSc1ccccc1	1%	-0.9%	0%	23	3%	-3%	-1%	?	-4%	1%	1%
CC1=NNC(=O)C1CCC(=O)N/N=C\c1ccccc1[N+](=O)[O-] (centres undefined)	-3%	-0.2%	/	-2	-1%	5%	-1%	-15%[7.66 µM]	11%	6%	-5%
CC1=NC(=O)C(N=Nc2ccccc2C(=O)O)N1c1ccccc1 (centres undefined)	11%	-0.4%	3%	-4	1%	8%	-7%	-47%[inhibitor]	12%	19%	-6%
CCCCC(=O)N1CCN(c2nc3ccc(OCC)cc3s2)CC1	3%	0.5%	-6%	5	3%	-1%	-7%	4%	3%	-2%	4%
COC(=O)c1sc(N2C(=O)c3oc4ccccc4c(=O)c3C2c2cccs2)nc1C (centres undefined)	8%	-0.5%	2%	0	-2%	3%	0%	11%	-9%	-8%	-6%
CCn1c(Cc2ccccc2)nnc1SCC(=O)Nc1nccs1	12%	-0.4%	12%	-4	3%	6%	4%	3%	-36%	5%	-3%
CCOCCCNc1ncc2c(n1)CC(c1ccc(C)cc1)CC2=O (centres undefined)	21%	0.1%	7%	3	3%	2%	-3%	22%	-9%	-10%	-3%
O=C(NCCN1CCOCC1)C1CCC(CNS(=O)(=O)c2ccccc2)CC1 (centres undefined)	8%	0.1%	-1%	-1	0%	5%	0%	-7%	10%	-7%	-3%
O=[N+]([O-])c1cc([N+](=O)[O-])c2cccnc2c1Oc1ccccc1O	29%	-0.8%	-5%	2	-4%	-4%	3%	-35%[inhibitor]	3%	-54%	-7%
CC1CCCN(S(=O)(=O)c2ccc(S(=O)(=O)N3CCCN(Cc4ccccc4)C3)cc2)C1 (centres undefined)	6%	0.1%	/	15	3%	3%	2%	-30%[7.66 µM]	21%[15.4 µM]	0%	-1%
COc1ccc(C2=NOC(Cn3c(Cc4ccc(Cl)cc4)nc4c3c(=O)n(C)c(=O)n4C)C2)cc1 (centres undefined)	0%	0.3%	-1%	1	5%	?	-6%	-9%	17%	-31%	-5%
COc1cnc(-c2ccccn2)nc1Sc1ccc(F)cc1	-4%	0.4%	0%	4	0%	-1%	-8%	0%	1%	-47%	-6%
CCCCC(=O)NC(=S)Nc1c(C)cc(Br)cc1C	-1%	-2.2%	3%	18	0%	-1%	2%	30%	-10%	0%	0%
Cc1ccccc1NS(=O)(=O)c1nnc(NC(=O)c2ccccc2C)s1	2%	-0.6%	8%	-3	4%	-16%	-2%	16%	-3%	-10%	-2%
COc1ccc2cc(CCNC(=O)c3cccc([N+](=O)[O-])c3)c(=O)[nH]c2c1	-2%	0.3%	5%	-2	-5%	-3%	-14%	-23%	-14%	-26%	-5%

2 records picked at random from the list so far, as already listed:
SMILES	p53 reactivation	B2AR arrestin	uPA generation	TRPV1 ag	USP2a inh	ASM inhibitor	ELG1 genotoxic	Integrin act MD	Eya2 phos inh	BRCA1 expr act	TSG101-PTAP inh
COc1ccc(C2=NOC(Cn3c(Cc4ccc(Cl)cc4)nc4c3c(=O)n(C)c(=O)n4C)C2)cc1 (centres undefined)	0%	0.3%	-1%	1	5%	?	-6%	-9%	17%	-31%	-5%
O=[N+]([O-])c1cc([N+](=O)[O-])c2cccnc2c1Oc1ccccc1O	29%	-0.8%	-5%	2	-4%	-4%	3%	-35%[inhibitor]	3%	-54%	-7%

Further records
SMILES	p53 reactivation	B2AR arrestin	uPA generation	TRPV1 ag	USP2a inh	ASM inhibitor	ELG1 genotoxic	Integrin act MD	Eya2 phos inh	BRCA1 expr act	TSG101-PTAP inh
COCCN(CCOC)C(=O)COC(=O)c1ccc(Cl)c(S(=O)(=O)N(C)c2ccccc2)c1	-1%	0.1%	3%	-2	-2%	9%	18%	-3%	16%	0%	0%
O=C(NCC1CCCO1)c1csc2c1CCCC2 (centres undefined)	-9%	0.2%	-1%	2	1%	7%	10%	-11%	-12%	75%	-1%
CCN(CC(=O)Nc1ccccc1C(F)(F)F)C(=O)c1oc2ccc(OC)cc2c1C	10%	-0.1%	1%	25	1%	9%	?	-17%	-1%	?	-6%
Cc1cc(C)nc(N/N=C/c2cccc([N+](=O)[O-])c2)n1	2%	-0.9%	5%	4	0%	1%	0%	-8%	?	6%	-3%
CC(C)n1c(NCc2ccccc2O)nc2ccccc21	/	-0.2%	-2%	4	0%	1%	0%	-10%	-13%	3%	1%
CCn1nc(C(=O)NCC(c2cccs2)N2CCOCC2)c2ccccc2c1=O (centres undefined)	-14%	3.7%	2%	-1	2%	/	-11%	24%	-7%	-26%	1%
COc1cc(CN2CCNC(=O)C2CC(=O)NCc2csc(C(C)C)n2)cc(OC)c1 (centres undefined)	-2%	-0.3%	5%	0	2%	5%	1%	12%	-2%	6%	-2%
